Screens: PubChem, several laboratories
Autophagy mod – autophagy modulation, high-content screen; MEF GFP-LC3 puncta imaging; test concentration mostly 10 µM; calls only at 10 µM (by protocol); actives 0.98% (n = 190,000); AID 463193;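 active = percentage of spot-positive cells more than 3 SD above its plate mean, without a fluorescence outlier flag or 80% toxicity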;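 note: spot-positive cell cutoff set from DMSO-treated cells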
Insulin prom up – MIN6 insulin promoter up-regulation; actives 0.3% (n = 190,000); z-score at 5 µM; MIN6 insulin promoter-GFP reporter, high-content imaging; active compounds read high;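 active = z-score above 3 at 5 µM with at least 500 cells counted in the well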
XIAP antagonists – XIAP antagonists, biochemical, IAP family, fluorescence polarization (AID 1018); XIAP BIR domain, fluorescence polarization peptide displacement; higher % means a stronger effect; one-dose displacement, % at 20 µM; IC50 in µM for titrated hits; actives 0.007% (n = 200,000); in the data active = displacement above about 50%; note: a part of the inactive calls stands beside numbers as strong as those of hits
Hep lipid drop – modulators of hepatic lipid droplet formation; actives 0.4% (n = 240,000); AML12 mouse hepatocytes, oleate lipid droplets, BODIPY imaging; inhibition, % at 6.5 µM; AID 1656;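 active = lipid droplet intensity inhibited by at least 50%, with more than 500 cells counted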
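Assay system: AML12 mouse liver cells | Compound dosing: One dose, 6.5 µM compound | Read-out basis: Droplet intensity reduction, % inhibition | Measured by: Fluorescence imaging, 20x objective, two fields per well | Schedule: Overnight treatment with compound plus oleate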
Dynein transport – dynein cargo transport inhibition; 3617.4 mouse cells, GR-EGFP nuclear translocation imaging; test concentration mostly 20 µM; stimulated with dexamethasone, 1 µM; active compounds read low; z-score, hits read low; actives 0.47% (n = 220,000); AID 1381;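 active = plate z-score of nuclear minus cytoplasmic receptor signal below a set negative limit, without overly bright fluorescence or cell loss, cut at about -3.5 in these data, passing the limit was not always enough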;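 note: z-score of nuclear minus cytoplasmic ring GR-EGFP intensity difference per well; some compounds called inactive have numbers as strong as hits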
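medium = tetracycline-free induction medium containing charcoal-stripped FBS | probe or stimulus = dexamethasone, 1.0 µM final | timing = 48 h induction, then 1 h compound, then 30 min agonist, 37 °C | detection = automated 10x imaging of fixed Hoechst-stained cells | read-out basis = nuclear versus cytoplasmic GR-EGFP signal, averaged per well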
ER stress rescue – protection against thapsigargin-triggered cell killing – 384-well, CSM14.1, ATP luminescence, primary screen (AID 1222) | CSM14.1 thapsigargin-induced death rescue, ATP luminescence; higher % means a stronger effect | cellular ATP content (survival), % at 20 µM, or EC50 in µM where a hit was titrated | 190,000 tested, under 10 active;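 active = EC50 below 50 µM in the dose-response confirmation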;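 note: death triggered by thapsigargin at about 15 µM added after 2 h compound pretreatment; cell ATP read after overnight thapsigargin exposure of roughly 18 to 22 hours; normalized against plate controls of thapsigargin alone and 5% DMSO vehicle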
WT yeast gro inh – growth inhibition of WT yeast, mitochondrial fusion screen | actives 2.1% (n = 190,000) | mitochondrial fusion phenotypic screen, WT strain | inhibition, % at 10 µM | AID 1362; in the data active = inhibition above about 58%; tested in S. cerevisiae
bCat nuc transl – modulators of beta-catenin nuclear translocation | actives 0.3% (n = 190,000) | nuclear translocation activity, % at 5 µM | AID 1665 | HeLa beta-catenin nuclear translocation, immunofluorescence imaging;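 active = nuclear translocation activity above 50% at 5 µM, with a well cell count of 50 or more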;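 note: per-cell ratio of nuclear to cytoplasmic median beta-catenin stain intensity; plate controls were DMSO negative control for no effect and GSK-3 inhibitor IX positive control for full effect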
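test system = HeLa cells, endogenous beta-catenin | dosing = single 5 µM dose plus 0.02–20 µM confirmation series | times = compound treatment 24 h, 37°C, 5% CO2 | technique = beta-catenin immunofluorescence imaging with DAPI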
MT stabilizer – microtubule stabilizers in HeLa cells; HeLa tubulin immunostaining HCS, 24 h; share of cells brighter than vehicle mean+2SD; % tubulin-high responders, % at 10 µM; actives 0.83% (n = 200,000); AID 2205;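 active = plate Z-score above 3 for both tubulin-high and condensed-nucleus cell shares, with cell loss under 80%, at 10 µM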;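 note: anti alpha tubulin signal scored within the nucleus-defined area of each cell; some results filed as inactive read as strong as hits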
WT yeast gro inh mutant strain – second read-out of WT yeast gro inh, no call of its own (marks repeat the call); inhibition, %; mitochondrial fusion phenotypic screen, mutant strain inhibition
Dynein transport cytoplasmic EGFP – second read-out of Dynein transport, no call of its own (marks repeat the call); z-score; measured here: cytoplasmic GR-EGFP intensity; active compounds read high
Dynein transport nuclear GR-EGFP – recorded beside Dynein transport, whose call it bears; z-score; measured here: nuclear GR-EGFP intensity;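 lower value marks the stronger effect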
Dynein transport cell count – second read-out of Dynein transport, no call of its own (marks repeat the call); z-score; measured here: cell count per field
Insulin prom up cell count – further read-out of Insulin prom up, marked with its call; cell count; measured here: cytotoxicity, nuclei count;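 total cells summed across four imaged fields per well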
Hep lipid drop cells 6.5 µM – also measured in Hep lipid drop; calls as there; cell count; measured here: cell count, cytotoxicity flag;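 cells counted across two imaged fields per well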
bCat nuc transl cell count 5 µM – second read-out of bCat nuc transl, no call of its own (marks repeat the call); cell count; measured here: cell count, cytotoxicity flag
MT stabilizer Hoechst-high % – further read-out of MT stabilizer, marked with its call; % Hoechst-high responders; measured here: nuclear condensation Hoechst responders;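 share of cells brighter than vehicle mean plus two SD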
MT stabilizer cytotoxicity % – second read-out of MT stabilizer, no call of its own (marks repeat the call); toxicity, %; measured here: cytotoxicity by cell density;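 0% = mean cell density of plate MIN control wells and 100% = no cells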
Autophagy mod cell loss 18 h – recorded beside Autophagy mod, whose call it bears; toxicity, %; measured here: cell loss, nuclei count;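 cell loss after 18 h compound exposure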
* = called active by the depositor; i = inactive; · = not tested or not shown.

SMILES	Autophagy mod	Autophagy mod cell loss 18 h	Insulin prom up	Insulin prom up cell count	XIAP antagonists	Hep lipid drop	Hep lipid drop cells 6.5 µM	Dynein transport	Dynein transport cytoplasmic EGFP	Dynein transport nuclear GR-EGFP	Dynein transport cell count	ER stress rescue	WT yeast gro inh	WT yeast gro inh mutant strain	bCat nuc transl	bCat nuc transl cell count 5 µM	MT stabilizer	MT stabilizer Hoechst-high %	MT stabilizer cytotoxicity %
COc1ccc(-n2c(=S)[nH]c3cc(C(=O)O)ccc3c2=O)cc1	i	0.3	1.21	1160	-9.6%	7.1	696	0.635	-0.263	0.178	-0.405	-0.5%	-3.3	5.2	-1.2	1094	3.2	2.4	10.9
CCC(C)NC(=O)CCn1c(-c2ccccc2)cc(C(C)=O)c1C (stereo not drawn)	i	5.7	-0.64	1418	1.9%	8.4	639	0.382	-0.0998	0.0441	-1.03	7.4%	7.6	8.0	0.2	499	2.6	2.2	6.0
CC(=O)/C=C1\SC(CC(=O)O)C(=O)N1c1ccccc1 (stereo not drawn)	i	5.0	·	·	-4.9%	5.9	720	2.48	-0.56	1.93	-0.606	-1.5%	-1.8	4.6	·	·	2.2	1.5	1.5
COc1ccc(/C=N\NC(=O)CCc2c(C)n[nH]c2C)c(OC)c1OC	i	0.8	0.03	1389	14.1%	-15.9	655	0.629	-0.198	0.361	0.314	1.8%	-1.2	17.0	-1.1	538	2.6	3.3	9.2
Nc1ccc(-c2nnc(-c3ccc(-c4ccccc4)cc3)o2)cc1	i	34.2	-1.04	1385	-4.6%	·	·	1.53	-0.204	0.84	-0.677	0.4%	4.4	3.8	1.5	995	1.3	1.7	4.6
O=C(O)CCCC(=O)Nc1ccccc1C(=O)N1CCCC1	i	-2.5	-0.16	1273	-11.7%	-1.9	789	-0.187	-0.256	-0.393	0.952	-1.7%	-4.6	-4.5	2.6	1112	3.9	1.8	5.0
CCOC(=O)N1CCN(C(=O)C2CCN(c3ncnc4c3sc3cccc(F)c34)CC2)CC1	i	28.1	-4.13	825	-4.7%	·	·	1.53	-0.229	0.271	-0.594	0.4%	12.2	2.9	2.0	1176	2.9	2.9	4.7
Fc1ccc(-c2oncc2-c2nnnn2-c2ccccc2)cc1F	i	2.6	·	·	-5.3%	13.3	759	-0.407	-0.286	0.0245	0.307	-1.8%	-14.6	-5.5	·	·	2.0	2.8	13.5
O=C(COC(=O)c1cc2ccccc2cc1O)NC(=O)NCc1ccco1	i	-7.0	0.47	1215	0.5%	23.3	673	0.165	-0.34	0.794	0.117	-0.7%	14.1	7.9	3.0	972	0.1	2.8	10.1
CC1=C(C(=O)OCc2ccccc2)C(c2ccccc2OC(F)F)NC(=O)N1 (stereo not drawn)	i	11.7	-1.28	1040	0.1%	·	·	-0.0232	-0.198	0.643	0.0158	2.0%	-4.2	0.3	-7.5	998	2.5	2.0	3.9
Cc1cc(C)nc(SCc2nnc(SCC(=O)Nc3ccc(Cl)c(C(F)(F)F)c3)o2)n1	i	2.6	0.04	1276	-0.4%	0.9	749	0.28	-0.169	0.105	-0.587	-2.0%	14.4	22.8	-5.2	1150	1.5	1.1	3.6
NNC(=O)CNC(=O)c1cccc(Br)c1	i	-23.5	0.99	1418	-21.8%	·	·	0.154	-0.209	0.626	0.202	-1.4%	-11.2	9.5	0.8	1343	2.5	2.0	5.7
O=C(CCCN1C(=O)/C(=C/c2ccccc2)SC1=S)Nc1ccc(O)cc1	i	20.5	-0.31	1547	-2.3%	-4.6	621	-1.35	-0.377	-0.923	0.921	2.9%	-11.2	6.5	2.4	922	2.0	1.9	4.2
COc1cccc(NC(=O)CN(c2cccc(F)c2)S(C)(=O)=O)c1	i	8.9	-0.4	1273	-0.9%	1.0	711	0.728	-0.257	0.354	0.235	-2.1%	-17.5	1.7	-0.2	1090	3.2	2.3	6.1
CCN(CC)C(=O)C(Cc1ccccc1)N1C(=O)c2ccccc2C1=O (stereo not drawn)	i	-7.4	·	·	-5.3%	-0.7	720	0.68	-0.168	0.366	-0.415	-0.3%	-15.0	-12.0	·	·	1.8	1.0	2.3

Some of these compounds in order of the WT yeast gro inh mutant strain value, largest number first:
Molecule	WT yeast gro inh mutant strain
O=C(CCCN1C(=O)/C(=C/c2ccccc2)SC1=S)Nc1ccc(O)cc1	6.5
CCOC(=O)N1CCN(C(=O)C2CCN(c3ncnc4c3sc3cccc(F)c34)CC2)CC1	2.9
Fc1ccc(-c2oncc2-c2nnnn2-c2ccccc2)cc1F	-5.5

Other entries.
SMILES	Autophagy mod	Autophagy mod cell loss 18 h	Insulin prom up	Insulin prom up cell count	XIAP antagonists	Hep lipid drop	Hep lipid drop cells 6.5 µM	Dynein transport	Dynein transport cytoplasmic EGFP	Dynein transport nuclear GR-EGFP	Dynein transport cell count	ER stress rescue	WT yeast gro inh	WT yeast gro inh mutant strain	bCat nuc transl	bCat nuc transl cell count 5 µM	MT stabilizer	MT stabilizer Hoechst-high %	MT stabilizer cytotoxicity %
COc1ccc(C(=O)NC(=S)Nc2ccc3c(c2)Cc2ccccc2-3)cc1	i	4.3	0.26	689	-3.0%	-20.0	796	0.238	-0.198	0.259	0.4	1.3%	-6.5	7.5	-0.6	1012	1.4	2.0	6.1
CCC(CC)=NNc1ccc(S(N)(=O)=O)cc1[N+](=O)[O-]	·	·	-0.1	1079	·	-16.2	751	0.295	-0.0904	0.252	0.0213	·	·	·	0.6	1260	·	·	·
CC1CCCCC1NS(=O)(=O)c1ccc(S(=O)(=O)N2CCN(CCC#N)CC2)cc1 (stereo not drawn)	i	-12.7	·	·	-6.4%	-2.3	700	-0.799	-0.184	-0.213	0.302	-1.6%	6.0	1.7	3.3	913	2.8	1.0	7.8
O=C(Cc1cccc2ccccc12)N/N=C/c1ccc(F)cc1	i	-19.0	0.85	1410	0.2%	·	·	0.613	-0.0699	0.688	0.414	-2.1%	-0.9	21.4	-0.9	1372	2.8	2.0	5.5
COc1ccc(CCNC(=O)CCCOc2ccc(C)cc2)cc1OC	i	2.3	0.07	1287	-1.8%	9.0	629	1.43	-0.249	0.515	-0.16	0.8%	-24.1	-19.1	-1.1	957	4.4	5.6	5.8
O=C(CN1CCC(O)(c2ccc3c(c2)OCO3)CC1)OC1CCCCC1	i	-8.5	-0.24	1264	2.8%	-6.7	716	0.278	-0.19	0.324	-0.639	·	20.2	21.2	-0.3	1128	2.3	1.4	3.6
CC(=O)Nc1ccc(Br)cc1C(=O)C(=O)O	i	4.0	0.3	1478	-12.7%	7.5	670	0.276	-0.294	-0.0445	0.912	-0.2%	8.1	23.9	-0.1	1124	3.6	2.1	3.0
CCC(=O)Nc1ccc(NC(=O)C23CC4CC(CC(C4)C2)C3)cn1	i	-4.7	-0.34	1571	1.4%	·	·	2.51	-0.0275	1.16	-2.63	2.8%	4.6	-9.5	-7.7	1027	5.3	2.4	3.5
CCOC(=O)c1sc2nc(C3CC3)cc(-c3ccc(OC)cc3)c2c1N	i	-3.9	-0.77	1450	-6.1%	·	·	-1	0.0443	-0.268	0.883	0.7%	1.3	3.5	-1.4	986	5.4	13.2	3.2
COC(=O)COc1cccc(/C=N/NC(=O)CCSc2ccccc2)c1	i	-6.2	-0.37	1339	-8.7%	10.6	730	0.223	-0.135	0.217	-0.595	-0.1%	7.9	-27.0	-0.3	1097	12.6	4.5	12.2
COc1ccc(S(=O)(=O)N(C)CC(=O)N2CCCC2)cc1Cl	i	28.3	-0.64	1554	-3.2%	23.3	655	1.17	0.154	0.793	-1.18	2.2%	-0.7	5.5	-4.2	1087	2.4	1.6	0.9
Cc1ccc(-n2c(C)c3c(C)nnc(C)c3c2C)cc1N	i	-28.5	-0.41	1230	-7.7%	-14.0	710	-0.221	-0.264	-0.0316	0.0625	-0.6%	3.3	5.4	1.4	1092	1.3	1.7	1.1
Cc1ccccc1NC(=S)NN1CCN(C)CC1	i	1.6	-0.67	1641	17.3%	·	·	-0.0542	-0.241	-0.889	0.0233	3.3%	7.3	17.5	-1.4	1373	2.4	2.0	5.5
Cc1ccc(CSc2ccc(-c3ccc4c(c3)OCO4)nn2)cc1	i	34.6	1.11	1438	-11.6%	-18.4	440	0.301	-0.246	0.261	0.62	-2.1%	8.7	5.1	2.3	980	2.5	1.6	0.2
CSCc1cc(N2CCCC2)nc(-c2ccccc2)n1	i	-10.3	-0.37	1084	-8.9%	2.4	720	0.242	-0.208	-0.209	0.104	·	9.4	-17.1	-1.8	1108	2.4	3.0	3.1
CC1=NN(c2ccccc2)C(=O)C1C(=O)c1ccc([N+](=O)[O-])cc1 (stereo not drawn)	i	-9.3	1.39	1095	-5.5%	-19.0	739	-0.855	-0.187	-0.519	-0.0127	-2.3%	-2.7	-8.6	-0.1	1090	2.3	1.9	8.0
Cc1[nH]n(-c2ccccc2)c(=S)c1C=Nc1ccc([N+](=O)[O-])cc1	i	8.7	-0.14	2288	-4.7%	3.5	543	-0.956	-0.337	-0.791	1.02	3.5%	3.2	-14.6	-0.6	995	2.4	2.6	6.0
CN(CCc1ccccc1)Cc1nc(-c2cnccn2)no1	i	13.1	0.39	1472	-7.8%	1.7	692	1.5	-0.291	0.265	-0.366	-1.0%	-19.9	-2.6	0.2	1444	2.5	1.6	9.3
CC(C)(C)NC(=O)c1cccnc1Sc1ccccc1	i	-4.0	0.94	1352	-7.1%	-6.8	699	-0.767	-0.31	-0.501	1.65	-1.7%	-5.1	0.8	0.1	1086	2.3	1.7	11.0
CSc1ncc(CN2CCN(C(C)C)C(CCO)C2)cn1 (stereo not drawn)	i	7.6	0.8	1322	-6.8%	-9.2	741	-0.24	-0.263	-0.0226	0.13	1.3%	1.8	13.6	0.0	1083	4.0	2.3	3.5
